UBC9 SUMO inh: blocks human SUMOylation mediated by UBC9. P63279. HTRF SUMOylation assay, SAE1/SAE2 + UBC9, in vitro. inhibition, % at 35 µM. 290,000 tested, 0.36% active. AID 2006; in the data active = inhibition above about 50%, passing the limit was not always enough; note: strong numbers were not always called active
Target sequence (P63279 whole entry, looked up): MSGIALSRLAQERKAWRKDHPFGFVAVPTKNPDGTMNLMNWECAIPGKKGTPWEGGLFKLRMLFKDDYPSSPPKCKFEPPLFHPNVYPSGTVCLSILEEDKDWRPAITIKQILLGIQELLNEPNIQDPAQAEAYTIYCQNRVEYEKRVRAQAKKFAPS
MEKK2mut PB1 HTS: signal of MEK5 binding to mutant human MEKK2 PB1 domain; bead flow cytometry, Alexa488-MEK5 binding to MEKK2 mutant; percent response, % at 10 µM; 290,000 tested, 0.35% active; AID 1530; in the data active = percent response above about 24%, passing the limit was not always enough; note: inactives centre near 1; some results filed as inactive read as strong as hits
DNA FID counter: fluorescent intercalator displacement, NS3 helicase counter-screen; DNA fluorescent intercalator displacement, fluorescence; inhibition, % at 7.9 µM; 290,000 tested, 0.17% active; in the data active = inhibition above about 37%;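 note: 0% = vehicle and 100% = reference compound; higher means more ethidium bromide displaced from hairpin DNA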
VIM-2 inhibitor: inhibitors of Pseudomonas aeruginosa VIM-2 metallo-beta-lactamase | purified VIM-2, nitrocefin hydrolysis, epi-absorbance fluorescence | inhibition, % at 5.6 µM | 290,000 tested, 0.89% active;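 active = inhibition above the mean of all tested compounds plus 3 SD, cutoff set per screening run, cut at about 7.5% in these data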;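 note: red hydrolysis product quenches plate fluorescence so inhibitors raise well fluorescence; 0% = enzyme with DMSO and 100% = DMSO without enzyme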
NALP1 yeast inh: blocks the NALP1 inflammasome reconstituted in yeast | S. cerevisiae NALP1/ASC/caspase-1 growth, X-gal OD620, 72 h | AID 2071 | 280,000 tested, 0.61% active | inhibition, % at 10 µM; in the data active = inhibition mostly above about 24%, no sharp cut-off; inactive = mostly below about 32%; note: some compounds called inactive have numbers as strong as hits
M18AAP inhibitor: blocks P. falciparum M18 aspartyl aminopeptidase | recombinant PfM18AAP, H-Glu-NHMec fluorogenic cleavage | inhibition, % at 7.35 µM | 290,000 tested, 1.2% active | AID 1822;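 active = inhibition above the campaign mean inhibition over all tested compounds plus 3 SD, cut at about 28% in these data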;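 note: 0% = plate median of test compound wells and 100% = 2 mM ZnCl2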
MEKK2wt PB1 HTS: raises or lowers MEK5 binding to wildtype human MEKK2 PB1 domain. Q9Y2U5. bead flow cytometry, Alexa488-MEK5 binding to MEKK2 WT; actives lie on both sides. binding response (% of control), % at 10 µM. 290,000 tested, 1.1% active. AID 1531; in the data active = binding response below about 67% or above about 130%
NS3 helicase inh: HCV NS3 helicase inhibition; NS3 helicase DNA unwinding, Cy5 molecular beacon fluorescence; 290,000 tested, 0.56% active; inhibition, % at 10.9 µM;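 active = inhibition above the mean of all tested compounds plus 3 SD, set per campaign, cut at about 35% in these data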;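 note: 0% = DMSO wells and 100% = thioflavine S control wells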
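System: HCV NS3 helicase fragment; control set: DMSO and thioflavine S; technique: Cy5 fluorescence at 0 and 60 min, beacon hairpin quenching; reagent: beacon DNA duplex substrate plus ATP; replicates: singlicate; schedule: 1 h reaction at 25 °C, ATP-initiated; medium: MOPS buffer pH 6.5 with MgCl2, DTT, Tween20, BSA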
IMP-1 inh: blocks Pseudomonas aeruginosa IMP-1 metallo-beta-lactamase; purified IMP-1, nitrocefin hydrolysis, epi-absorbance fluorescence; inhibition, % at 5.6 µM; 290,000 tested, 0.45% active;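 active = inhibition above the mean plus 3 SD of all compounds in the same screening run, cut at about 4.5% in these data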;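 note: 0% = IMP-1 with DMSO and 100% = DMSO wells lacking enzyme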
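Assay system: purified recombinant IMP-1 beta-lactamase. Input: IMP-1 0.2 nM before substrate addition. Buffer or medium: Zinc- and detergent-supplemented HEPES buffer, pH 7.1. Schedule: 25 °C, 15 min preincubation, 25 min reaction. Signal: Epi-absorbance fluorescence, 480 nm excitation, 530 nm emission. Evaluation: percent inhibition from optical density relative to buffer-blank wells.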
Numbers without * were called inactive; · = no result given.

Each structure is followed by: UBC9 SUMO inh	MEKK2mut PB1 HTS	DNA FID counter	VIM-2 inhibitor	NALP1 yeast inh	M18AAP inhibitor	MEKK2wt PB1 HTS	NS3 helicase inh	IMP-1 inh
- Cc1cc(S(=O)(=O)N2CCN(Cc3ccc4c(c3)OCO4)CC2)cc(C)c1N1CCCC1=O
    12	-1	0	-0.8	28	1	103	-6	-2.4
- CCCC(=O)OCCNc1cc(SCCC(=O)OC)c2nonc2c1[N+](=O)[O-]
    74*	0	8	0.3	20	-1	102	8	-3.3
- Cc1cc(NC(=O)Cc2ccccc2)c2ccccc2n1
    6	-10	0	0.0	11	-3	90	4	-0.5
- COc1cccc(-n2c(SCC(N)=O)nnc2-c2c[nH]c3ccccc23)c1
    8	7	-14	-3.0	-26	-1	107	4	-4.2
- CCOC(=O)N1CCN(C(=O)c2nn(-c3cc(OC)cc(OC)c3)c(=O)c3ccccc23)CC1
    0	·	1	-1.4	30	4	·	-11	-0.3
- Cn1c(-c2ccccc2)cnc1NCc1ccc(-c2ccccc2)cc1
    3	9	16	-1.6	26	4	120	-49	-2.5
- Nc1cnc(Br)cc1Br
    3	-2	6	-2.2	20	-1	93	0	-2.6
- CCOC(=O)c1nnn2c1nc(Nc1cccc(C(F)(F)F)c1)c1ccccc12
    19	-16	-11	-0.2	·	-8	92	-7	-3.6
- Cc1ccccc1NC(=S)N(C)CCc1ccccn1
    2	4	1	1.7	12	-1	94	-5	1.4
- O=C(C1=C[C@H](c2ccc3c(c2)OCO3)C[C@H](OCCCCO)O1)N1CCOCC1
    1	-7	-10	0.1	12	-2	93	-8	0.1
- CCCCCNc1nc2sc3c(c2c(=O)n1-c1cccc(Cl)c1)CCN(C)C3
    7	-22	-2	-4.1	-3	-4	104	0	-2.4
- O=C(CSc1nnnn1Cc1ccccc1)c1ccc(F)cc1
    18	4	-16	-0.4	·	-4	105	2	-1.8
- COc1ccccc1NC(=O)CSc1nc2ncccc2[nH]1
    -1	-4	-8	-3.6	15	-6	92	-1	-0.1
- COc1cccc(N=Nc2c(C)[nH]n(-c3ccccc3)c2=O)c1
    -1	3	-11	-0.1	-3	5	104	-6	-2.0
- CCOC(=O)c1c(C)[nH]c(C)c1S(=O)(=O)NCCCN1CCOCC1
    -1	-2	-4	-0.7	16	-1	100	3	-1.4
- Cc1ccc(NC(=O)c2ocnc2C)cc1Cl
    -38	-2	0	-0.1	0	-7	97	-6	-1.3
- COc1ccc(CCNC(=O)Cc2ccsc2)cc1
    0	4	-3	-1.9	2	-4	104	0	-2.0
- FC(F)(F)c1cc(N2CCNCC2)c2ccccc2n1
    6	-4	5	3.1	0	-4	95	2	-1.8
- COc1ccccc1C(=O)NNC(=O)c1ccc(NC(=O)CC(C)C)cc1
    -3	5	-5	-0.8	-3	-3	104	-13	-1.3
- CSc1nc(N(C)NC(=O)c2ccc(Cl)cc2)c2ccccc2n1
    -18	16	-2	-1.5	36	-1	102	-3	-0.9
- O=C1NC(=O)c2cc(Oc3ccc([N+](=O)[O-])cc3)ccc21
    10	1	2	-0.1	9	2	99	4	-3.0
- O=C(NNc1c(Cl)cc(Cl)cc1Cl)c1n[nH]c(=O)c2ccccc12
    7	11	-9	-1.9	2	1	102	18	-1.9
- COc1cccc(NC(=O)c2ncn[nH]2)c1
    2	-4	-4	-2.0	26	5	98	0	-4.4
- Cn1cccc1/C=C1\SC(=Nc2ccc(O)cc2)NC1=O
    -4	-5	-10	-0.9	-16	6	98	3	-4.2
- O=C(NCCN1CCc2ccccc2C1)C1CCN(S(=O)(=O)N2CCC3(CC2)OCCO3)CC1
    28	3	1	-1.4	21	0	97	6	-2.0
- O=C(CN1C(=O)/C(=C/c2ccccc2F)Sc2ccccc21)NCc1cccnc1
    -3	-9	-20	-1.2	14	13	94	-11	-1.3
- N=C(N)N1CCc2ccccc21
    11	21	-1	-2.1	·	-3	110	-7	-2.6
- Cc1ccc(Nc2nc3ccccc3s2)cc1
    -12	-2	-10	1.3	40	9	101	-5	-0.8
- Cn1cc(CNC(=O)c2cc(-c3ccccc3)nc3ccc(Br)cc23)cn1
    -1	-1	1	1.4	23	-11	99	-4	-0.2
- COc1ccc(CCNC(=O)C2CCCN2C(=O)Nc2ccccc2)cc1OC (centres undefined)
    13	5	-10	-3.5	0	-11	101	-1	-2.2
- COc1ccccc1CN1CCN(Cc2nc(-c3cccs3)no2)CC1
    16	12	7	-1.6	22*	3	112	-2	-1.9
- Cc1cccc(NC(=O)NCCCCc2ccccc2)c1
    -4	2	-25	-1.1	13	0	104	-4	-3.3
- CCn1nc(CC(C)C)cc1C(=O)N1CCCC(Nc2ccc(F)cc2)C1 (centres undefined)
    -7	-3	-50	0.0	10	-8	101	-2	-0.5
- Cc1cc(C)n(-c2ccc(C(=O)OCC(=O)Nc3cc(Cl)ccc3[N+](=O)[O-])cc2)n1
    8	-4	-1	2.0	2	-8	83	2	0.7
- COc1ccccc1NC(=O)CN1CCN(c2ccccc2)CC1
    22	0	-22	-2.9	1	0	100	-2	-2.0
- O=C(c1ccc(CS(=O)(=O)c2ccc(Br)cc2)o1)N1CCOCC1
    14	5	-6	-1.6	-10	6	109	-1	-4.4
- Cc1csc(NC(=O)CSc2nc3sc(C)c(C)c3c(=O)[nH]2)n1
    8	7	3	1.9	9	0	114	-8	-2.7
- CN(C)c1cc[n+](CC(=O)Nc2ccccc2C(F)(F)F)cc1
    20	1	1	-1.4	13	-11	106	1	-1.7
- O=C1NC2(CCCc3ccccc32)C(=O)N1Cc1nnc(-c2ccccc2Br)o1 (centres undefined)
    11	2	-24	-2.5	26	5	97	1	-0.1
- O=C(C1CC1)N1N=C(c2ccc(Br)cc2)CC1(O)C(F)(F)F (centres undefined)
    -19	5	-20	0.1	13	5	105	-3	-4.2
- COc1cc(C(C)=O)ccc1COc1ccc(C(=O)O)cc1OC
    4	5	-5	-1.2	3	7	103	2	-2.3
- Cc1ccccc1NC1=NC(=S)N(CC(N)=O)C12CCOC(C)(C)C2 (centres undefined)
    8	-8	-8	0.9	·	4	48	19	-0.7
- O=C(c1cc2ccccc2oc1=O)N1CCSC1c1ccco1 (centres undefined)
    21	0	-5	-2.3	19	0	99	-6	-6.4
- COC(=O)c1ccsc1NC(=O)C1COc2ccccc2O1 (centres undefined)
    -4	-5	-9	-0.1	-6	2	98	-9	-2.7
- CNC(=O)c1c(NC(=O)c2nc3ccccc3s2)sc2c1CCC2
    27	4	1	-3.5	13	4	102	-1	-3.1
- C=CCn1c(SCC(=O)O)nnc1-c1cccs1
    20	4	-1	-2.4	6	-12	109	-4	-1.6
- CCOC(=O)c1c(-c2ccc(C)cc2)csc1NC(=O)/C(C#N)=C/c1ccc(O)c(OC)c1
    27	5	-6	-1.6	14	9	94	29	-2.4
- O=C(Nc1cccc(Cl)c1)Nc1ccnc(-c2cccnc2)n1
    3	-5	-8	-0.3	5	-5	100	16	-0.1
- CCn1c(COc2ccc(=O)n(-c3ccccc3)n2)nnc1SCc1ccccc1C
    36	2	-34	-1.9	38	6	102	7	-3.0
- CCN(CC)CCNC(=O)C1CCC(=O)N(c2ccc(OC)cc2)C1c1ccc(F)cc1 (centres undefined)
    -21	4	14	-0.4	11	8	109	-8	-2.5
- COc1cccc(N2CCN(C(=O)CN(C)S(=O)(=O)c3ccc4c(c3)c(=O)n(C)c(=O)n4C)CC2)c1
    -3	-12	-30	1.7	-6	-6	72	-2	-0.9
- CC(C)(C)SCCNC(=O)CSCc1ccc([N+](=O)[O-])cc1
    9	·	-6	-0.5	13	0	·	2	-1.7
- Nc1ccccc1C(=O)NCc1ccco1
    25	6	-2	-1.1	4	0	102	-17	-3.4
- CCOc1ccccc1NC(=O)CSc1nncc2ccccc12
    -1	-6	-28	0.2	34	-9	91	-3	-0.5
- O=C(O)c1ccccc1N1C(=O)C2C3CCC(C3)C2C1=O (centres undefined)
    0	-7	4	-7.9	-1	3	99	9	-3.0
- Cc1ccccc1Nc1nc2ccccc2n1C(C)C
    8	-2	2	-2.0	25	-5	95	10	-2.1
- Cc1ccc(NC(=O)CSc2nnc(CNC(=O)c3ccccc3F)o2)cc1
    -8	-7	-6	-0.5	5	2	94	-12	-2.3
- ClC1(Cl)CC1Cn1c(C2CC2)nc2ccccc21 (centres undefined)
    4	-1	-15	-1.2	2	-9	88	-6	-0.9

Whole records, looked up by structure. Values in the order: UBC9 SUMO inh | MEKK2mut PB1 HTS | DNA FID counter | VIM-2 inhibitor | NALP1 yeast inh | M18AAP inhibitor | MEKK2wt PB1 HTS | NS3 helicase inh | IMP-1 inh
Record of `Cc1ccccc1Nc1nc2ccccc2n1C(C)C` = 8 | -2 | 2 | -2.0 | 25 | -5 | 95 | 10 | -2.1
Record of `C=CCn1c(SCC(=O)O)nnc1-c1cccs1` = 20 | 4 | -1 | -2.4 | 6 | -12 | 109 | -4 | -1.6
Record of `CC(C)(C)SCCNC(=O)CSCc1ccc([N+](=O)[O-])cc1` = 9 | · | -6 | -0.5 | 13 | 0 | · | 2 | -1.7

Assay outcomes as filed in PubChem.

No enrichment for hits; 4.7% or so of the library scored in one or more.
